Bioassay records as filed in PubChem.
Apoferritin bind = binds horse apoferritin like a general anesthetic; P02791; apoferritin/1-aminoanthracene competitive binding, fluorescence; Potency, µM (series often up to 77.5 µM), without a hit: top-dose activity change, negative = displacement, usual class: inhibitors; 350,000 compounds, 0.074% hits; note: % is set by controls: 0 for no effect and ±100 for the full control effect; nearly all actives have a fitted effect of over 20% in size
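Horse-spleen apoferritin (10 uM) in 50% saturated 1-aminoanthracene in PBS was incubated 10 min at room temperature with compound. Fluorescence (ex 380, em 535 nm) was normalized to free and bound 1-AMA, with concentration-response fitted by a four-parameter Hill equation.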
APE1 inh = APE1 (human) endonuclease inhibition. recombinant APE1, TAMRA/BHQ-2 abasic DNA cleavage fluorescence. Potency, µM (top dose mostly 65.8 µM), for inactives: top-dose activity change, negative = inhibition, actives largely listed as inhibitors. 350,000 compounds, 0.35% hits;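 note: plate controls were vehicle for no effect and reference inhibitor for full effect; nearly all actives have a fitted effect of over 55% in size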
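APE1 at 0.75 nM final was preincubated with compound 15 min at room temperature, then 50 nM double-stranded THF abasic-site substrate (5'-TAMRA/3'-BHQ-2) was added. Fluorescence (ex 525/em 598 nm) was read kinetically; third-minus-first read gave activity.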
POLH inh = blocks human DNA polymerase eta activity; 390,000 compounds, 1.2% hits; AID 588591; Q9Y253; Potency, µM (titrated, usually from 114 µM), for the others: top-dose activity change, negative = inhibition, actives largely listed as inhibitors; recombinant Pol eta, fluorescent DNA replication assay; note: % is set by controls: 0 for no effect and ±100 for the full control effect
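Pol eta at 10 nM preincubated with compounds 15 min at room temperature; reaction started with fluorescent substrate (50 nM final) and read kinetically at 0 and 10 min.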
BAZ2B inh = BAZ2B (human) inhibition. Potency, µM (top dose mostly 114 µM), for the others: at the highest dose activity change, negative = inhibition, hits mostly inhibitors. 360,000 compounds, 4.4% hits. AlphaScreen BAZ2B-H3K14Ac peptide displacement. AID 504333. Q9UIF8; note: % is set by controls: 0 for no effect and ±100 for the full control effect; nearly all actives have a fitted effect of over 60% in size
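BAZ2B 50 nM plus b-H3(5-23)K14Ac 50 nM, PBS pH 7.4/0.01% Tween-20, 30 min RT; compound added (max 110 uM), 30 min RT; streptavidin donor/Ni-chelate acceptor beads 10 ug/mL final, 20 min dark; AlphaScreen read.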
POLK inh = DNA polymerase kappa (human) inhibition | Q9UBT6 | purified Pol kappa, fluorescent DNA synthesis assay, 10 min | Potency, µM (highest dose often 107 µM), for the others: at the top dose activity, negative = inhibition, hits mostly inhibitors | 400,000 compounds, 0.53% hits | AID 588579; note: % is set by controls: 0 for no effect and ±100 for the full control effect
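First, compounds were pin-transferred onto 10 nM Pol kappa. After 15 min at room temperature, substrate was added to 50 nM final. Fluorescence was then measured kinetically at 0 and 10 min.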
BLM inh = Bloom syndrome helicase (human) inhibition; 350,000 compounds, 0.2% hits; recombinant BLM DNA unwinding, fluorescence dequenching; Potency, µM (top dose mostly 56.1 µM), for the others: at the top dose activity change, negative = inhibition, most hits filed as inhibitors; P54132;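 note: plate controls were vehicle for no effect and no enzyme for full effect; nearly all actives have a fitted effect of over 35% in size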
G9a block = blocks human histone lysine methyltransferase G9a; Q96KQ7; G9a H3K9 monomethylation, AlphaScreen, 2 h; Potency, µM (titrated, usually from 102 µM), without a hit: at the top dose activity, negative = inhibition, actives largely listed as inhibitors; 350,000 compounds, 8.8% hits; AID 504332; note: % is set by controls: 0 for no effect and ±100 for the full control effect; nearly all actives have a fitted effect of over 75% in size
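AlphaScreen read-out: biotin-H3K9 peptide (500 nM) methylation by 20 nM enzyme with 20 uM SAM, 2 h at room temperature after 15 min compound preincubation; anti-monomethyl H3K9 antibody plus donor/acceptor beads, 10 min dark.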
POLB inh = inhibitors of human DNA polymerase beta. Pol beta primer extension/strand displacement, fluorescence kinetic. Potency, µM (top dose mostly 114 µM), for inactives: top-dose activity change, negative = inhibition, actives largely listed as inhibitors. 340,000 compounds, 1.3% hits. AID 485314; note: % is set by controls: 0 for no effect and ±100 for the full control effect
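Reaction started by 50 nM substrate onto compound-treated Pol beta (10 nM, 15 min preincubation, room temperature); plates read at 0 min and 10 min. Normalized concentration-effect data fitted by four-parameter Hill equation.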
Pol iota inh = DNA polymerase iota (human) inhibition; 390,000 compounds, 1% hits; Potency, µM (highest dose often 115 µM), inactives show at the highest dose activity, negative = inhibition, usual class: inhibitors; Pol iota fluorescent replication assay, 10 min; Q9UNA4
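Pol iota at 10 nM preincubated 15 min with compounds at room temperature; reaction started with fluorescent substrate, 50 nM final. Fluorescence read kinetically at 0 and 10 min; buffer-only wells as negative control.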
* marks the source's active call; other numbers are inactive results; ? = inconclusive; / = not tested or not shown; & = joins results of further samples; [ ] = remark or other dose. Calls come from the whole dose curve; as a rule, active = well fitted curve in the direction sought with a large enough effect; inconclusive = small, poorly fitted or top-dose-only effect, or another doubt; inactive = no such curve, though single readings can be large; an effect the other way counts as inactive or inconclusive. Potency is the fitted concentration of half-maximal effect. This is a subset; rates above refer to the full screens.

Every second line gives: Apoferritin bind, APE1 inh, POLH inh, BAZ2B inh, POLK inh, BLM inh, G9a block, POLB inh, Pol iota inh
1. Cc1sc2ncnc(N3CCC(C(=O)Nc4ccc(C#N)cc4)CC3)c2c1C
 : /, 2%, -12%, 3%, -18%, /, ?, /, 19%
2. CCNC(=S)N(CCN(C)C)Cc1cc2cc(OCC)ccc2[nH]c1=O
 : -1%, -16%, -15%, -6%, -1%, 3%, -6%, 23%, 105%[activator]
3. CCNc1nc(NCC)nc(N/N=C/c2ccc(O)c(O)c2)n1
 : -12%, -4%, 8%, ?, -19%, -12%, 40µM*, -15%, 1%
4. O=C(Nc1cc(Cl)ccc1Cl)N1CCCC1
 : -13%, 1%, -15%, 6%, 12%, -3%, 7%, 0%, 1%
5. FC(F)(F)c1cnc(Oc2ccc(-c3nnco3)cc2)c(Cl)c1
 : ?, -2%, -16%, -25%, -5%, 1%, 7%[59 µM], -2%, 7%
6. Clc1ccc2c(N/N=C/c3cccnc3)ccnc2c1
 : -12%, -13%, -19%, -3%, -24%, 27%, -8%, ?, ?
7. Cc1ccc(C2=NN(S(C)(=O)=O)C(c3ccc4c(c3)OCO4)C2)cc1 (configuration not stated)
 : -10%, 4%, -10%, -29%, 0%, -6%, 0%[59 µM], 2%, 2%
8. CC(Oc1ccc([N+](=O)[O-])cc1Cl)C(=O)Nc1ccc(C(N)=O)cc1 (configuration not stated)
 : -18%, 5%, -10%, -12%, -4%, -2%, 2%[59 µM], 4%, 109%[activator]
9. COc1cccc(-c2cc(C(=O)NC3CC3)c3ccccc3n2)c1
 : -11%, 6%, -19%, -8%, 0%, 0%, /, 27%, 37%[activator]
10. CCCn1c(N)c(N(CCOC)C(=O)Cc2ccc(S(=O)(=O)N3CCOCC3)s2)c(=O)[nH]c1=O
 : /, -10%, 0%, 0%, -16%, /, 50µM*, /, 68%[activator]
11. COc1ccc(NC(=O)c2ccccc2SC)cc1
 : -3%, -6%, -13%, 8%, 4%, -1%, 45µM*, -1%, 8%
12. O=C(NNC(=O)C1CCN(S(=O)(=O)c2ccc(Cl)cc2)CC1)c1ccc(S(=O)(=O)N2CCCCC2)cc1
 : 1%, 21%, -12%, -4%, -3%, -2%, -7%[59 µM], 35%, 19%
13. Cc1cccc(N(C)C(=O)COc2cc(=O)n(C)c3ccccc23)c1
 : -12%, -6%, -9%, 8%, 2%, 3%, -31%[59 µM], 27%, 15%
14. O=C(NCC1CCCO1)C(c1ccc(F)cc1)N(CC1CCCO1)C(=O)c1ccc(-c2ccccc2)[nH]1 (configuration not stated)
 : -12%, 22%, -15%, 40µM*, -7%, -9%, /, 1%, -9%
15. Nc1cc(C(=O)OCC(=O)NCC2CCCO2)ccc1Cl (configuration not stated)
 : -10%, -3%, -1%, 24%, -6%, 0%, 9%[59 µM], 1%, -3%
16. O=C(CN1c2cccc3cccc(c23)S1(=O)=O)N1CCCCC1
 : /, 13%, -14%, /, -14%, /, /, /, -24%
17. C/C(N)=C(/C#N)C(=O)COC(=O)CSc1ccc2ccccc2c1
 : ?, -3%, -2%, -1%, -2%, -5%, 18%, -7%, -13%
18. Cc1ccccc1C(=O)Nc1c(C)nc2ccccn2c1=O
 : 18%, /, -7%, 5%, -8%[60.1 µM], -1%, 13%[59 µM], -3%, -9%
19. Cn1cccc1C(=O)NNC(=O)COc1ccc(Br)cc1
 : /, 30%, -16%, -2%, 6%, /, 5%[0.501 µM], /, 43%[activator]
20. CN(C)CCCOC(=O)c1ccc(Cl)cc1
 : 4%, 1%, 1%, -6%, -2%, 1%, -36%[12.7 µM], 8%, 16%

Compound profiles (already shown). Order of screens: Apoferritin bind	APE1 inh	POLH inh	BAZ2B inh	POLK inh	BLM inh	G9a block	POLB inh	Pol iota inh
Entry for FC(F)(F)c1cnc(Oc2ccc(-c3nnco3)cc2)c(Cl)c1 : ?	-2%	-16%	-25%	-5%	1%	7%[59 µM]	-2%	7%
Entry for Nc1cc(C(=O)OCC(=O)NCC2CCCO2)ccc1Cl (configuration not stated) : -10%	-3%	-1%	24%	-6%	0%	9%[59 µM]	1%	-3%
Entry for CCCn1c(N)c(N(CCOC)C(=O)Cc2ccc(S(=O)(=O)N3CCOCC3)s2)c(=O)[nH]c1=O : /	-10%	0%	0%	-16%	/	50µM*	/	68%[activator]
Entry for C/C(N)=C(/C#N)C(=O)COC(=O)CSc1ccc2ccccc2c1 : ?	-3%	-2%	-1%	-2%	-5%	18%	-7%	-13%

Continued.
Every second line gives: Apoferritin bind, APE1 inh, POLH inh, BAZ2B inh, POLK inh, BLM inh, G9a block, POLB inh, Pol iota inh
21. CC(OC(=O)C(NC(=O)c1ccco1)C(C)C)C(=O)Nc1ncc(Cl)cc1Cl (configuration not stated)
 : -5%, 10%, -12%, 7%, 5%, -2%, 9%[59 µM], 36%, 10%
22. COC(=O)CC1=NN(c2nc(C)cc(C)n2)C(=O)C1
 : -4%, 1%, -19%, -16%, -1%, -2%, ?, 14%, 141%[activator]
23. CC(C)c1ccc(NC(=S)NN(c2ccccc2)c2ccccc2)cc1
 : -18%, -3%, ?, -27%, 2%, -4%, ?, 1%, -9%
24. CC1(C)CC(=O)C(C(N)=NC(=O)c2ccccc2)=C(O)C1
 : -5%, 1%, -20%, -11%, -4%, -13%, -9%, 21%, 2%
25. COc1cccc(OC)c1C(=O)Nc1ccccc1C(=O)N1CCOCC1
 : 3%, -2%, -3%, 4%, 5%, 0%, -7%[59 µM], 3%, 4%
26. CCC(=O)c1ccc(OCc2ccc(C(=O)OC)cc2)c(OC)c1
 : -7%, 10%, 0%, ?, -16%, -6%, 20%[0.0925 µM], 20%, 6%
27. CCOc1ccc(Br)cc1S(=O)(=O)NC(=O)c1ccccc1
 : -7%, -1%, -17%, -39%, -2%, -7%, 11%, -6%, 20%
28. CCS(=O)(=O)N1N=C(c2ccc(C)cc2)CC1c1cc2ccc(OC)cc2nc1Cl (configuration not stated)
 : -20%, /, ?, -3%[57.1 µM], -9%, ?, -9%[59 µM], 2%, 2%
29. CN(Cc1c(C(=O)N/N=C/c2ccccc2)nnn1-c1nonc1N)C1CCCCC1
 : -1%, 54%[activator], -13%, -12%, 6%, 1%, -3%, 1%, 2%
30. CCC(C)C(NC)C(=O)O (configuration not stated)
 : -3%, 1%, /, /, -1%[60.1 µM], -1%, /, /, /
31. CC(=O)Nc1ccc(C(=O)CCl)cc1
 : /, -12%&-1%, -7%, ?, -19%, /, -1%[0.501 µM], /, 12%
32. Cc1cc(C)cc(N(CC(=O)NCC2CCCO2)C(=O)CCC(=O)Nc2nccs2)c1 (configuration not stated)
 : -2%, 45%[activator], -17%, -12%, 3%, -3%, -2%, 20%, 15%
33. CCC(C)[C@H]1CNCCN1CCc1cc(C(F)(F)F)cc(C(F)(F)F)c1 (some centres not stated)
 : /, 6%, -14%, 50µM*, -12%, /, -19%[2.33 µM], /, -9%
34. CC1=NN(C(=O)Cc2ccc([N+](=O)[O-])cc2)C(O)(C(F)(F)C(F)(F)F)C1 (configuration not stated)
 : -8%, -1%, -19%, -2%, -15%, -6%, 6%[59 µM], 0%, 49%[activator]
35. CCN=C(NCC)SC1CC(=O)N(c2ccc(F)cc2)C1=O (configuration not stated)
 : 0%, -4%, -8%, -11%, 7%, -2%, 6%, 11%, -19%
36. CCCCn1nnnc1SCC(=O)Nc1ccc2c(c1)OCO2
 : -11%, -1%, -8%, -20%, 7%, -2%, -40%, 4%, -7%
37. CCCCn1c(SCC(=O)NCc2ccco2)nc2cc(S(N)(=O)=O)ccc21
 : -16%, -1%, -7%, -5%, -2%, -1%, ?, 5%, -7%
38. CCOc1ccc(C(=O)NCC(c2ccc3c(c2)OCO3)N2CCN(C)CC2)cc1 (configuration not stated)
 : -4%, /, -22%, 3%, -6%[60.1 µM], 3%, 7%[59 µM], 3%, 25%
39. C[C@H](CO)N1C[C@H](C)[C@@H](CN(C)Cc2ccc(C(=O)O)cc2)Oc2ccc(NS(=O)(=O)c3cn(C)cn3)cc2C1=O
 : /, 40%, -9%, /, 11%, /, /, /, 38%[activator]
40. O=C(CN1C(=O)NC2(CCCC2)C1=O)Nc1ccc(Cl)cc1C(F)(F)F
 : -16%, 15%[12.4 µM], 2%, 0%, -6%, 0%, 11%[59 µM], 3%, 11%
41. O=C(O)c1ccccc1CSc1nnnn1-c1ccccc1
 : 4%, 0%, -9%, 9%, -16%, -3%, -4%, 30%, 27%
42. Cc1cc(NC(=O)CSc2nccn2-c2ccc([N+](=O)[O-])cc2)no1
 : -8%, 0%, -19%, ?, -17%, -2%, 0%, 7%, 152%[activator]
43. COc1ccc(NCc2nnc(SCC(=O)NCc3ccco3)n2-c2ccccc2OC)cc1
 : -10%, 3%, -12%, -36%, 1%, -1%, 0%[59 µM], -2%, ?
44. O=C(C1CC1)N1CCN(c2nc3c(Cl)cccc3s2)CC1
 : -11%, /, -2%, -5%, -9%[60.1 µM], 2%, 4%[59 µM], 11%, -8%
45. C/C(CC(=O)Nc1ccc(N(C)C)cc1)=N\NC(=O)c1cnccn1
 : 1%, -3%, -7%, -35%, -17%, -3%, ?, -21%, 22%
46. COc1ccc(CCC(=O)Nc2nc(C)c(C(=O)N(C)C)s2)cc1
 : -11%, 51%[activator], -11%, -22%, 2%, -3%, ?, 15%, ?
47. NC(=O)Nc1ccc(C(=O)N2CCN(S(=O)(=O)Cc3ccccc3)CC2)cc1
 : /, -6%, -8%, -5%, 18%, /, -1%[59 µM], /, 14%
48. CC(C)C(C)NC(=O)COc1ccc(S(=O)(=O)N2CCOCC2)cc1Cl (configuration not stated)
 : -9%, 0%, -4%, 0%, -9%, -1%, 15%, 0%, 16%
49. CC(C)CN(C(=O)CSc1nc(-c2ccccc2)cn1N)c1c(N)n(Cc2ccccc2)c(=O)[nH]c1=O
 : /, 15%, -4%, -9%, -12%, /, 2%[2.33 µM], /, 49%[activator]
50. O=S(=O)(NCCc1csc(-c2cccnc2)n1)c1cccs1
 : -2%, -2%, 1%, 0%, -5%, 2%, ?, -27%, -5%
51. Cc1nnc(NC(=O)CSc2ncnc3scc(-c4ccccc4)c23)s1
 : -12%, -3%, 1%, 8%, 2%, -8%, -6%[0.0925 µM], 9%, 0%
